# Source: PubChem
# HCMV antiviral = qHTS Assay for inhibitors of the human cytomegalovirus (HCMV). hit rate 4.5% among 410,000. HFF cells, HCMV-luciferase reporter, 72 h; active compounds read low. activity change, negative = inhibition, % at 57.5 µM; in the data active means activity change below about -60%; inconclusive means no clear call, values can overlap the other calls; inactive means above about -39%
#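 HFF cells seeded 16 h at 37C, treated with compounds, infected with luciferase-reporter HCMV at MOI 1 PFU/cell; luciferase read at 72 h post infection, normalized to buffer-only and Salinomycin controls.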
# AmpC inh detg = qHTS Inhibitors of AmpC Beta-Lactamase (assay with detergent); hit rate 0.041% among 370,000; Potency, µM (titrated, usually from 114 µM), inactives show at the highest dose activity change, negative = inhibition, most hits filed as inhibitors; P00811; AmpC hydrolysis of nitrocefin, absorbance 480 nm, 0.01% Triton; active means well fitted inhibition curve with a large enough effect; inconclusive means small, poorly fitted or top-dose-only effect;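 further: potency means the concentration at half of the fitted maximal effect; 0% = no-compound wells and -100% = no-enzyme wells; nearly all actives have a fitted effect of over 25% in size; some results filed as inactive show a strong effect at the top dose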
# Target sequence (P00811 whole entry, looked up): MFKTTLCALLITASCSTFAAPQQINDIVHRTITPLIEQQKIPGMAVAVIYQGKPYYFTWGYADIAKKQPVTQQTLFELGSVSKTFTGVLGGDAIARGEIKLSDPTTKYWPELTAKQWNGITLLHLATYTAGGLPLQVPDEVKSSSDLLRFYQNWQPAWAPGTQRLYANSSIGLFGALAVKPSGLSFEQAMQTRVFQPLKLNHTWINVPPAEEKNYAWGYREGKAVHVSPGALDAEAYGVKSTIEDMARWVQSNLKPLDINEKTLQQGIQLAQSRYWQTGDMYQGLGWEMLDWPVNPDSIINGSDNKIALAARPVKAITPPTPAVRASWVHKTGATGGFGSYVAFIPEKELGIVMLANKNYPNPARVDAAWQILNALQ
#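 AmpC (5.3 nM in the dispensed reagent) in 20 mM phosphate pH 7.0 with 0.01% (detergent screen) or 0.0001% Triton X-100 was preincubated with compounds for 15 min at room temperature. Nitrocefin was then added from an 800 uM solution, and hydrolysis was followed at 480 nm.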
# * hit, by the source's call; ? = inconclusive. Unless noted, on the % scale 0 is the no-effect control and ±100 the full control effect. A portion of the library; the hit share may differ from the screen's.
SMILES,HCMV antiviral,AmpC inh detg
CCOc1ccc(-n2nc3ccc(NC(=O)c4ccc(C)cc4C)cc3n2)cc1,-17,3%
CCc1cccc(CC)c1NC(=O)c1c(C)oc2ccc(O)c(CN3CCCC3)c12,-4,11%
O=C(CSc1nccn1Cc1ccc(F)cc1)Nc1ccc2c(c1)OCO2,11,-8%
Cc1ccc(CNC(=O)CSc2nc3n[nH]c(C)c3c(=N)n2-c2ccccc2Cl)cc1,-4,7%
CSc1ccc(CNC(=O)Cn2ccc3cc(S(=O)(=O)N4CCCC4)ccc32)cc1,6,19%
Cc1ccc(Cl)cc1N1CCN(C(=O)Cn2cnc3nc4c(cc3c2=O)CCCC4)CC1,-8,0%
CCC(C(=O)NC1CCCCC1)n1nc(C)c2sc3ccccc3c2c1=O (stereo not given),3,-5%
CCOC(=O)c1c(C)[nH]c(CCC(=O)NCc2ccc(OC)c(OC)c2)c1C,?,13%
COc1ccc2c(CNC3CCCCCC3)c(C(=O)O)n(Cc3ccccc3F)c2c1,15,18%
O=S(=O)(Nc1ccc(-c2ccc(N3CCCC3)nn2)cc1)c1ccc(Cl)cc1,14,23%
Clc1ccc2nc(-c3ccc(N4CCOCC4)cc3)c(Nc3ccccc3)n2c1,8,-3%
COc1cc(-c2nc(-c3cccc(Cl)c3)c(-c3ccccc3)[nH]2)cc(OC)c1OC,-33,12%
O=C1CSC2(C(=O)N(Cc3ccccc3F)c3ccccc32)N1c1ccc(F)cc1 (stereo not given),-15,-8%
CCOC(=O)c1c(S(=O)(=O)N2CCC(C(=O)Nc3ccc(F)cc3F)CC2)c(C)n(C)c1C,-14,8%
COc1ccc(CCNC(=O)c2cn(C)c3ccc(S(=O)(=O)N(C)C)cc3c2=O)cc1OC,9,0%
COc1ccc(-c2cnnn2-c2ccc(NC(=O)c3c(F)cccc3F)cc2)cc1,-28,-9%
COc1ccccc1NC(=O)c1sc2nc3n(c(=O)c2c1C)N=C(c1cccc(Br)c1)CS3,24,4%
Cc1c(C(=O)N(C)Cc2ccccc2)sc2nc(-c3ccc(F)cc3)cn12,-82*,12%
CCC1=Nc2cc(C(=O)NC(C)c3ccccc3)ccc2Sc2ccc(Cl)cc21 (stereo not given),-24,15%
CCCCC(=O)OCc1cc(=O)n2nc(C3CC3)sc2n1,14,7%

# At a glance, part of the list above:
SMILES,HCMV antiviral,AmpC inh detg
CCc1cccc(CC)c1NC(=O)c1c(C)oc2ccc(O)c(CN3CCCC3)c12,-4,11%
O=C(CSc1nccn1Cc1ccc(F)cc1)Nc1ccc2c(c1)OCO2,11,-8%

# New compounds follow
SMILES,HCMV antiviral,AmpC inh detg
CCc1ccccc1NC(=O)C1CCN(S(=O)(=O)c2cn(C)cn2)CC1,34,5%
Cc1ccc(Cl)cc1N1CCN(C(=O)c2cn(C)c3ccc(S(=O)(=O)N(C)C4CCCCC4)cc3c2=O)CC1,20,6%
Cc1ccc(C(C)C)c(OCC(=O)Nc2cccc(NC(=O)c3ccco3)c2)c1,-18,-5%
Cc1nc2nc(NC(=O)CC(C)C)[nH]n2c(=O)c1Cc1ccccc1,1,8%
COc1ccc2[nH]cc(CCNC(=O)Nc3cccc(F)c3)c2c1,-32,9%
O=C(NC1CCCCC1)c1cc(Nc2cccc(C(F)(F)F)c2)nc2ccccc12,5,-4%
Cc1cc(C)n2c(Nc3ccccc3C)c(-c3cccs3)nc2n1,-4,7%
CCCCOC(=O)c1ccc(OC(=O)c2sc3ncn(Cc4ccccc4Cl)c(=O)c3c2C)cc1,-2,-2%
Cn1c(=O)c2c(nc(SCC(=O)Nc3ccccc3F)n2Cc2ccc(Cl)cc2)n(C)c1=O,14,-1%
COc1ccc(S(=O)(=O)NCCc2sc(C)nc2C)cc1,-19,-5%
Cn1c(-c2ccccc2)cnc1NCc1ccccc1O,33,-2%
CCc1cccc(C)c1NC(=O)c1cc(S(=O)(=O)N2CCOCC2)cn1C,8,24%
CCc1cnc2c(c1SCC(=O)Nc1ccc(Cl)cc1)c(=O)n(C)c(=O)n2C,-9,1%
Cc1cc(C)n(-c2nc3ccccc3nc2Nc2ccc(C(C)C)cc2)n1,-5,9%
O=C(C1CC1)N1CCc2cc(Br)cc(S(=O)(=O)N3CCN(c4ccccc4)CC3)c21,-4,2%
CCOC(=O)c1cccc(NC(=O)c2cc(S(=O)(=O)N3CCCC(C)C3)cn2C)c1 (stereo not given),-10,18%
Cc1cccc(NC(=O)c2ccc3c(c2)CCN3S(=O)(=O)c2ccccc2)c1C,-23,2%
Cc1ccc(-c2nc3ccccn3c2Nc2ccccc2C)s1,-13,1%
CCN(CC)CCN(C(=O)c1ccco1)c1nc2c(C)cccc2s1,30,23%
CCOC(=O)c1cccc(NC(=O)C2CCN(c3nnc(C)c4c(C)n(-c5ccccc5)nc34)CC2)c1,3,20%

# Sorted by count of non-hydrogen atoms (highest first): some entries from above.
SMILES,HCMV antiviral,AmpC inh detg
CCOC(=O)c1cccc(NC(=O)C2CCN(c3nnc(C)c4c(C)n(-c5ccccc5)nc34)CC2)c1,3,20%
CCOC(=O)c1cccc(NC(=O)c2cc(S(=O)(=O)N3CCCC(C)C3)cn2C)c1 (stereo not given),-10,18%
Cc1ccc(C(C)C)c(OCC(=O)Nc2cccc(NC(=O)c3ccco3)c2)c1,-18,-5%
Cc1cc(C)n2c(Nc3ccccc3C)c(-c3cccs3)nc2n1,-4,7%
Cn1c(-c2ccccc2)cnc1NCc1ccccc1O,33,-2%

# (continued)
SMILES,HCMV antiviral,AmpC inh detg
COc1cc(C)c(C)cc1S(=O)(=O)Nc1cccc(-c2ccc(N3CCOCC3)nn2)c1,22,9%
COc1ccc(Cn2ccc3nc(C)c(C(=O)N4CCN(c5ccccc5OC)CC4)cc3c2=O)cc1,-7,-3%
COc1cc(OC)c(NS(=O)(=O)c2ccc3c(c2)CCCN3C(C)=O)cc1Cl,-34,1%
O=C(CSc1nnc(COc2ccccc2)o1)Nc1cc(C(F)(F)F)ccc1Cl,-2,4%
CC(=O)c1ccc(NC(=O)Cn2c(=O)nc(-c3ccccc3)c3ccccc32)cc1,45,11%
CC(C)C(=O)Nc1ccc2nc(SCC(=O)N3CCOCC3)sc2c1,13,18%
CCOc1ccc2c(c1)[C@@H]1C=CC[C@@H]1[C@H](c1ccccc1Cl)N2,-7,1%
COc1cccc(CNC(=O)Cn2ncn3c(cc4ccccc43)c2=O)c1,44,8%
Cc1cc(C)nc(NS(=O)(=O)c2ccc(NC(=O)c3ccccc3O)cc2)n1,6,0%
COc1ccc(-n2ncc(C(=O)NCc3cccs3)c2C2CCN(C(=O)OC(C)(C)C)CC2)cc1,0,3%
COc1ccc(NC(=O)CCN2CCN(c3cccc(Cl)c3)CC2)cc1,-10,-7%
Cc1cccc(C(=O)Nc2ccc(OCc3cc(=O)n4ccsc4n3)cc2)c1,0,0%
CCC(C(=O)Nc1cccc(-c2cn3cccnc3n2)c1)c1ccccc1 (stereo not given),4,2%
COc1ccc(-c2nc3ccccc3s2)cc1NC(=O)c1ccccc1F,17,0%
COc1ccc(OC)c(NC(=O)CCCOc2cc(=O)n(C)c3ccccc23)c1,6,-15%
CCOC(=O)c1cccc(NC(=O)Cn2c(=O)nc(-c3ccccc3F)c3cc(Cl)ccc32)c1,24,13%
Cc1cccc(NC(=O)CSc2nc3c(oc4ccccc43)c(=O)n2Cc2ccco2)c1,2,0%
CCn1cc(C(=O)N2CCN(c3ccc(F)cc3)CC2)c(=O)c2cc(S(=O)(=O)N(C)C3CCCCC3)ccc21,24,3%
O=S(=O)(NCCc1csc2nc(-c3ccccc3)nn12)c1cc(F)ccc1F,-35,1%
CC1=C(C(=O)Nc2ccc(C)cc2C)C(c2cccs2)n2nc(SCc3ccc(Cl)cc3)nc2N1 (stereo not given),8,6%
CCOc1ccc(-n2nc3cc(C)c(NC(=O)CC)cc3n2)cc1,32,19%
O=C(c1ccc2c(c1)N(Cc1cccc(F)c1)C(=O)c1ccccc1S2)N1CCC2(CC1)OCCO2,22,6%
CC(=O)N1CCc2c(sc3c2c(=O)n(-c2ccc(F)cc2)c(=O)n3Cc2cc(C)ccc2C)C1,10,22%
Cc1cccc(OCCn2c(-c3ccc(Cl)cc3)nc3ccccc3c2=O)c1C,38,10%
Cc1ccn2c(Nc3ccc4c(c3)OCCO4)c(-c3ccc(N(C)C)cc3)nc2c1,74,4%
CC1=C(C(=O)Nc2ccccc2)C(c2cccnc2)n2nc(SCc3ccccc3F)nc2N1 (stereo not given),6,1%
Cn1ccnc1SCC(=O)Nc1cccc(Br)c1,27,0%
Cc1c(Cl)cccc1NS(=O)(=O)c1ccc(NS(=O)(=O)c2ccc3c(c2)OCCO3)cc1,-106*,-9%
COc1ccc2c(c1)Cc1sc(NC(=O)c3cccc(Br)c3)nc1-2,-11,2%
COc1ccc(C(=O)N(Cc2ccco2)Cc2ccccc2F)cc1Cl,-32,22%
Cc1cccc(N2CCN(C(=O)Cc3c(C(=O)O)c(C)cn3C)CC2C)c1 (stereo not given),-8,-2%
CCN(C(=O)Cn1ncc2c1-c1cc(C)ccc1OC2)c1cc(Cl)ccc1OC,-27,3%
CCn1ccc2c(OCC(=O)NCc3ccc(C)cc3)cccc2c1=O,-7,1%
Cc1cccc(C(=O)Nc2nnc(SCc3cc(=O)n4cccc(C)c4n3)s2)c1,-18,-4%
COc1ccc(CCNC(=O)CS(=O)Cc2nc(-c3ccc(C)cc3)oc2C)c(OC)c1 (stereo not given),0,-5%
N#Cc1cc([N+](=O)[O-])ccc1NC(=O)c1cccn(Cc2cccc(F)c2)c1=O,-3,3%
CCn1cc(CNC(=O)c2cc(-c3ccc(C)c(C)c3)nc3ccccc23)c(C)n1,69,-4%
Cc1nn(C(C)(C)C)c(OC(=O)c2c(F)cccc2F)c1Sc1ccccc1,-5,-9%
CCn1c(C(=O)NCc2ccc(OC(C)C)cc2)cc2oc3ccccc3c21,-79*,17%
COc1cccc(-c2noc(CCCC(=O)NCc3ccco3)n2)c1,39,9%

# 5 records picked at random from those above:
SMILES,HCMV antiviral,AmpC inh detg
CCOc1ccc2c(c1)[C@@H]1C=CC[C@@H]1[C@H](c1ccccc1Cl)N2,-7,1%
CCOc1ccc(-n2nc3ccc(NC(=O)c4ccc(C)cc4C)cc3n2)cc1,-17,3%
O=C(c1ccc2c(c1)N(Cc1cccc(F)c1)C(=O)c1ccccc1S2)N1CCC2(CC1)OCCO2,22,6%
COc1cccc(-c2noc(CCCC(=O)NCc3ccco3)n2)c1,39,9%
CCN(CC)CCN(C(=O)c1ccco1)c1nc2c(C)cccc2s1,30,23%

# Further entries follow.
SMILES,HCMV antiviral,AmpC inh detg
CCc1ccc(NC(=O)CSc2nnc(-c3nonc3NC(C)=O)n2-c2ccccc2)cc1,-9,-6%
COc1ccccc1-c1cc(NC(=O)COc2ccccc2Cl)n(-c2ccccc2)n1,18,2%
CCc1ccc(C(=O)CC2(O)C(=O)N(Cc3ccc(C)cc3)c3ccccc32)cc1 (stereo not given),-24,7%
COc1ccc(-c2ccc3c(N)c(C(=O)Nc4ccc(C)cc4C)sc3n2)cc1OC,-19,?
COc1ccc(-c2nn(C)c3sc(C(=O)N4CCN(c5cc(Cl)ccc5C)CC4)cc23)cc1OC,-3,-1%
CC(C)CCNC(=O)CN1C(=O)c2cccnc2Sc2ccccc21,27,19%
Cc1ccc2oc3c(c(=O)c2c1)C(c1ccc(OCC(N)=O)cc1)N(Cc1ccc2c(c1)OCO2)C3=O (stereo not given),-2,-8%
CCOc1ccc(-c2nonc2NC(=O)c2oc3cc(C)ccc3c2C)cc1OCC,-13,-3%
CC(=O)N1CCc2c(sc3c2c(=O)n(-c2cccc(Cl)c2C)c(=O)n3Cc2ccccc2C)C1,-37,14%
Cc1sc2ncn(CC(=O)N3CCN(c4ccccc4F)CC3)c(=O)c2c1S(=O)(=O)N1CCN(c2ncccn2)CC1,?,16%
CC1CCN(S(=O)(=O)c2ccc3c(c2)N(CC(=O)N2CCN(c4ccccc4)CC2)C(=O)CO3)CC1,-15,-4%
CCCc1nnc(NC(=O)c2cc(=O)c3cc(Cl)ccc3o2)s1,8,16%
NC(=O)CSc1nnnn1-c1cccc(O)c1,98,-4%
CSc1ncc(C(=O)Nc2cccc(Cl)c2C)c(-c2ccccc2)n1,-14,23%
CCOc1cc(CNC(=O)CSc2n[nH]c(-c3ccccc3)n2)cc(OCC)c1OCC,6,-5%
CCCn1c2ccccc2c2cnn(CC(=O)Nc3cc(OC)c(OC)c(OC)c3)c(=O)c21,?,-11%
CCC(=O)N1CCc2cc(Br)cc(S(=O)(=O)N3CCN(c4ccccc4OC)CC3)c21,-5,5%
CCCCNC(=O)CCn1c(=O)c2cccn2c2cccnc21,1,19%
COc1ccc(Cn2ccnc2SCC(=O)Nc2ccc(C)cc2C)cc1,-15,-2%
Cc1cccc(NC(=O)c2cc3c(=O)n4cccc(C)c4nc3s2)c1C,22,18%
COCCCNC(=O)C1CCN(c2nn3cc(-c4ccc(F)cc4)nc3s2)CC1,0,12%
Cc1ccc(N(C)C(=O)CN2C(=O)CCc3cc(S(=O)(=O)N4CCOCC4)ccc32)cc1,10,-7%
COCCNc1oc(-c2ccccc2)nc1S(=O)(=O)c1ccc(Br)cc1,-36,5%
CC1CCCCN1C(=O)CSc1nc2ccccc2nc1Cc1ccc(Cl)cc1 (stereo not given),-16,-2%
Cc1ccc(CN(Cc2ccco2)C(=O)COc2ccc(C)c(C)c2)cc1,37,13%
COc1ccc(N2CCN(c3c4c(nc5nncn35)CCC4)CC2)cc1,-70*,3%
COc1ccc(CC(=O)NCc2ccc3c(c2)CCN3C(C)=O)cc1OC,27,-4%
